From PubChem
BoNT-A LC inh2: inhibitors of Botulinum neurotoxin A light chain protease. multiplex microsphere protease substrate cleavage, flow cytometry. inhibition, % at 10 µM. 360,000 tested, 0.17% active. AID 588499; further: plate controls were buffer without enzyme for full effect and enzyme alone for no effect
PrPC surface inh: inhibitors of human cell surface prion protein PrPC. P04156. TR-FRET read-out. inhibition, % at 13.8 µM. 370,000 tested, 0.43% active. AID 720596; in the data active means inhibition above about 24%; further: 0% = median of the test wells and 100% = reference compound wells
BH1578 lux ind: quorum light induction in luxS cqsA deficient V. cholerae. V. cholerae BH1578 lux reporter, luminescence, 6 h. activation, % at 18.7 µM. 350,000 tested, 0.16% active; in the data active means activation mostly above about 9.7%, no sharp cut-off; further: not every result past the cut was called active; inactives centre near 0; reference of the scale not given here
SSB-PriA inh: blocks PriA binding to SSB C-terminal tail; AlphaScreen SSBct-PriA binding, biotinylated peptide; inhibition, % at 33 µM; 430,000 tested, 0.6% active; in the data active means inhibition mostly above about 37%, no sharp cut-off; inactive means mostly below about 20%;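 further: plate controls were negative control peptide for no effect and reference peptide for full effect; strong numbers were not always called active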
PfHsp40 rescue: restores yeast growth despite PfHsp40 toxicity; S. cerevisiae expressing PfHsp40, growth rescue, ATP luminescence; growth rescue, % at 12.5 µM; 340,000 tested, 0.68% active; AID 504582; in the data active means growth rescue above about 28%, passing the limit was not always enough;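 further: yeast W303a lacking pdr1 and pdr3 grown in galactose medium; growth measured after three days at 30 °C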
TcdB GH inh: TcdB glycohydrolase inhibition | P18177 | TcdB glycohydrolase enzymatic assay, plate reader | inhibition, % at 9.99 µM | 350,000 tested, 0.24% active | AID 652162; in the data active means inhibition above about 10%
Yp Topo-I inh: inhibitors of Yersinia pestis topoisomerase I. Y. pestis Topo-I cleavage product accumulation, plate reader. 360,000 tested, 0.064% active. activity, % at 10 µM; in the data active means activity above about 50%, passing the limit was not always enough; further: inactives centre near 2
Anthrax LF prot: inhibitors of Bacillus anthracis lethal factor protease | multiplex microsphere protease cleavage assay, LF | inhibition, % at 10 µM | 360,000 tested, 0.12% active; further: plate controls were buffer without enzyme for full effect and enzyme alone for no effect
SARS 3CLpro inh: SARS-CoV 3CLpro protease inhibition; AID 1706; recombinant SARS-CoV 3CLpro, quenched FRET peptide cleavage; P0C6X7; inhibition, % at 6 µM; 290,000 tested, 0.14% active; in the data active means inhibition above about 12%
The depositor's hits bear a star; i = inactive; . = no result given; & = joins results of further samples. Unless noted, no stated cut-off is given here; in the data, active means inhibition above about 30%; inconclusive means no clear call, values can overlap the other calls; inactive means below that. Not all compounds are listed (hit frequency here may not be typical).

[1] CN1CCN(C(=O)CN(C)S(=O)(=O)c2ccc3ccccc3c2)CC1
[2] O=C(COC(=O)CCCOc1ccccc1)NC1CCS(=O)(=O)C1 (stereo not given)
[3] CCOC(=O)c1c(NC(=O)CCCC(=O)O)sc2c1CCC2
[4] O=C(/C=C/c1ccc(O)cc1)OCc1occc(=O)c1O[C@@H]1OC(CO)[C@@H](O)[C@H](O)[C@@H]1O (stereo not given in full)
[5] C=CCn1c(O)c2ccc(C(=O)N=NC(=O)COc3ccc(OC)cc3)cc2c1O
[6] COc1ccccc1NC(=O)c1ccc(Br)o1
[7] CCN1C(=O)[C@@H]2[C@@H](c3ccc(-c4ccc(F)cc4)c(OC)c3)N3CCC[C@@]3(C(=O)OC)[C@@H]2C1=O
[8] COc1ccc(N2CCN(Cc3nc(N)nc(N4CCCc5ccccc54)n3)CC2)cc1
[9] Cc1ccccc1OC1C(=O)N(CC2CCCO2)C1c1ccc2c(c1)OCO2 (stereo not given)
[10] Cn1cc(C2=C(c3ccc(Cl)cc3Cl)C(=O)NC2=O)c2ccccc21
screen / no. | 1 | 2 | 3 | 4 | 5 | 6 | 7 | 8 | 9 | 10
BoNT-A LC inh2 | 0.8 | 2.3 | -1.6 | 0.3 | 0.9 | -0.8 | -0.7 | -1.7 | -0.7 | 4.3
PrPC surface inh | 2 | 1 | -1 | -6 | 5 | -1 | 1 | -7 | 2 | 0
BH1578 lux ind | 0.5 | -1.6 | -0.5 | -0.4 | i | i | i | i | -2.7 | -0.3
SSB-PriA inh | -2 | 3 | -2 | -7 | -14 | -2 | 10 | -28 | -7 | -18
PfHsp40 rescue | 0.3 | -0.2 | 8.4 | -0.8 | -0.1 | -1.0 | 0.3 | -0.3 | 1.0 | -1.0
TcdB GH inh | 1.0 | 2.1 | -0.3 | 5.1 | 3.6 | . | 1.0 | . | 0.0 | 0.2
Yp Topo-I inh | 4 | 0 | 12 | 4 | -2 | 6 | 31 | 12 | 23 | 2
Anthrax LF prot | 4 | -4 | -6 | -7 | 0 | 1 | 1 | -1 | -1 | -6
SARS 3CLpro inh | -2 | . | -3 | -2 | 0 | -3 | . | -2 | 2 | 0

[11] CCN1CNC(=S)N(c2ccccc2OC)C1
[12] CCOC(=O)C1CCN(C(=O)c2cc3c(=O)n4cccc(C)c4nc3s2)CC1
[13] Cc1onc(-c2c(Cl)cccc2Cl)c1C(=O)Nc1c(C)n(C)n(-c2ccccc2)c1=O
[14] Cc1ccccc1Cn1cc(NS(=O)(=O)c2cn(C)nc2C)cn1
[15] O=C1CN(C(=O)COc2ccc(Cl)cc2Cl)c2ccccc2N1
[16] Cc1cc(C)c(C)c(OCC(=O)O/N=C(\N)c2ccncc2)c1
[17] CCCNC(=O)c1ccccc1NC(=O)c1ccccc1N(C)S(=O)(=O)c1ccc(C)cc1
[18] O=C(Cn1c(CO)nc2ccccc21)Nc1ccccc1Cl
[19] O=C1Nc2ccccc2C12NCCc1c2[nH]c2ccccc12 (stereo not given)
[20] CCOc1ccccc1NC(=O)CSc1nnc2ccc(-c3cccnc3)nn12
screen / no. | 11 | 12 | 13 | 14 | 15 | 16 | 17 | 18 | 19 | 20
BoNT-A LC inh2 | -0.6 | 1.3 | 0.0 | -0.1 | -3.8 | -11 | -1.4 | -0.4 | 0.8 | -0.4
PrPC surface inh | -4 | 0 | 3 | 2 | -4 | 3 | 0 | 2 | 2 | -16
BH1578 lux ind | -0.3 | -3.3 | i | -1.2 | 0.6 | -0.1 | -0.3 | i | i | -0.6
SSB-PriA inh | 11 | -15 | -4 | -24 | 0 | i | 3 | 3 | 0 | -7
PfHsp40 rescue | -0.4 | 32* | 0.8 | -0.8 | -0.8 | 1.9 | 1.7 | 1.0 | -0.9 | 2.7
TcdB GH inh | 0.3 | 1.5 | . | 1.0 | 1.3 | 0.7 | . | 0.6 | 0.5 | 1.6
Yp Topo-I inh | -4 | 19 | 3 | 3 | 2 | 41 | 19 | -7 | 8 | 9
Anthrax LF prot | -1 | -12 | 0 | 5 | 0 | 2 | 1 | -3 | 1 | 1
SARS 3CLpro inh | 1 | -5 | 1 | -5 | 8 | 6 | 1 | -1 | 0 | 5

Sorted by molar mass (low to high): some entries from above
[19] O=C1Nc2ccccc2C12NCCc1c2[nH]c2ccccc12 (stereo not given)
[16] Cc1cc(C)c(C)c(OCC(=O)O/N=C(\N)c2ccncc2)c1
[18] O=C(Cn1c(CO)nc2ccccc21)Nc1ccccc1Cl
[14] Cc1ccccc1Cn1cc(NS(=O)(=O)c2cn(C)nc2C)cn1
[15] O=C1CN(C(=O)COc2ccc(Cl)cc2Cl)c2ccccc2N1
[10] Cn1cc(C2=C(c3ccc(Cl)cc3Cl)C(=O)NC2=O)c2ccccc21
[9] Cc1ccccc1OC1C(=O)N(CC2CCCO2)C1c1ccc2c(c1)OCO2 (stereo not given)
[20] CCOc1ccccc1NC(=O)CSc1nnc2ccc(-c3cccnc3)nn12
[8] COc1ccc(N2CCN(Cc3nc(N)nc(N4CCCc5ccccc54)n3)CC2)cc1
[17] CCCNC(=O)c1ccccc1NC(=O)c1ccccc1N(C)S(=O)(=O)c1ccc(C)cc1
screen / no. | 19 | 16 | 18 | 14 | 15 | 10 | 9 | 20 | 8 | 17
BoNT-A LC inh2 | 0.8 | -11 | -0.4 | -0.1 | -3.8 | 4.3 | -0.7 | -0.4 | -1.7 | -1.4
PrPC surface inh | 2 | 3 | 2 | 2 | -4 | 0 | 2 | -16 | -7 | 0
BH1578 lux ind | i | -0.1 | i | -1.2 | 0.6 | -0.3 | -2.7 | -0.6 | i | -0.3
SSB-PriA inh | 0 | i | 3 | -24 | 0 | -18 | -7 | -7 | -28 | 3
PfHsp40 rescue | -0.9 | 1.9 | 1.0 | -0.8 | -0.8 | -1.0 | 1.0 | 2.7 | -0.3 | 1.7
TcdB GH inh | 0.5 | 0.7 | 0.6 | 1.0 | 1.3 | 0.2 | 0.0 | 1.6 | . | .
Yp Topo-I inh | 8 | 41 | -7 | 3 | 2 | 2 | 23 | 9 | 12 | 19
Anthrax LF prot | 1 | 2 | -3 | 5 | 0 | -6 | -1 | 1 | -1 | 1
SARS 3CLpro inh | 0 | 6 | -1 | -5 | 8 | 0 | 2 | 5 | -2 | 1

Further entries.
[21] Cc1nc(NCc2ccc(S(N)(=O)=O)cc2)c2c(C)c(C)sc2n1
[22] Cc1ccc(C(NC(N)=O)c2ccccc2C)cc1 (stereo not given)
[23] CCN1CCCc2cc(CN(CCN3CCOCC3)C(=S)Nc3cccc(Cl)c3)ccc21
[24] O=C1N/C(=C/c2cccn2-c2ccccc2)C(=O)N1Cc1ccccc1F
[25] Cc1ccc(C)c(N2C(=O)CC(N3CCN(Cc4ccc5c(c4)OCO5)CC3)C2=O)c1 (stereo not given)
[26] COc1ccc(CN2CN(S(=O)(=O)c3cccs3)c3nc4ccccc4nc32)cc1
[27] CCS(=O)(=O)Nc1cccc(C2=NN(S(=O)(=O)c3ccccc3)C(c3cccs3)C2)c1 (stereo not given)
[28] CC(/C=C1\SC(=S)N(C(C(=O)O)C(C)C)C1=O)=C\c1ccccc1 (stereo not given)
[29] NS(=O)(=O)c1cccc(NS(=O)(=O)c2ccc3ccccc3c2)c1
[30] CCN(CC(=O)Nc1ccccc1C(F)(F)F)C(=O)c1ccc(N2CCCC2=O)cc1
screen / no. | 21 | 22 | 23 | 24 | 25 | 26 | 27 | 28 | 29 | 30
BoNT-A LC inh2 | 0.5 | -0.5 | -0.3 | -1.3 | 0.6 | 0.9 | -2.4 | -0.8 | -1.7 | .
PrPC surface inh | -3 | 5 | 0 | -8 | -4 | 4 | 1 | 3 | 1 | 2
BH1578 lux ind | 1.0 | 0.9 | 0.5 | -0.2 | -1.8 | -0.4 | -0.2 | 0.7 | 0.6 | 2.0
SSB-PriA inh | -15 | 9 | 52* | 1 | -2 | 3&-6 | -2 | 0 | -10 | -13
PfHsp40 rescue | -1.3 | 0.7 | 0.3 | -0.1 | -0.5 | -1.4 | 1.8 | 8.1 | -2.2 | -0.9
TcdB GH inh | 0.6 | . | -1.8 | . | 1.5 | 2.0 | 5.0 | 0.9 | 1.5 | -0.7
Yp Topo-I inh | -5 | 1 | 3 | -5 | -1 | 5 | 23 | 16 | -8 | -6
Anthrax LF prot | -2 | -8 | -5 | -1 | -4 | 1 | 0 | 0 | -6 | .
SARS 3CLpro inh | -2 | 0 | 1 | 5 | 5 | -1 | 3 | 6 | 3 | .

Part of the list above, field by field.
1: CN1CCN(C(=O)CN(C)S(=O)(=O)c2ccc3ccccc3c2)CC1
  BoNT-A LC inh2: 0.8
  PrPC surface inh: 2
  BH1578 lux ind: 0.5
  SSB-PriA inh: -2
  PfHsp40 rescue: 0.3
  TcdB GH inh: 1.0
  Yp Topo-I inh: 4
  Anthrax LF prot: 4
  SARS 3CLpro inh: -2
2: O=C(COC(=O)CCCOc1ccccc1)NC1CCS(=O)(=O)C1 (stereo not given)
  BoNT-A LC inh2: 2.3
  PrPC surface inh: 1
  BH1578 lux ind: -1.6
  SSB-PriA inh: 3
  PfHsp40 rescue: -0.2
  TcdB GH inh: 2.1
  Yp Topo-I inh: 0
  Anthrax LF prot: -4
  SARS 3CLpro inh: .

The list goes on.
[31] O=C(NO)c1ccccc1O
[32] CC1CCCCC12NC(=O)N(CC(=O)NC1CCCc3ccccc31)C2=O (stereo not given)
[33] CCOC(=O)c1sc(NC(=O)CSc2nc(C)cc(C)c2C#N)c(C#N)c1C
[34] CCOC(=O)c1cc(NC(=O)C2CCCO2)cc(C(=O)OCC)c1 (stereo not given)
[35] CCCCN(C(=O)CSc1nnc(-c2ccccc2)o1)c1c(N)n(CCC)c(=O)[nH]c1=O
[36] Cc1ccc(-c2noc(C3CCCN(C(=O)c4ccc(C(C)(C)C)cc4)C3)n2)o1 (stereo not given)
[37] O=C(Cn1cnc2sc3c(c2c1=O)CCCC3)NCC(=O)Nc1ccccc1F
[38] Cc1ccc(C)c(NS(=O)(=O)c2cc(C(=O)Nc3ccccc3-c3ccccc3)ccc2C)c1
[39] Cc1cc(C)n2nc(SCc3ccccc3F)nc2n1
[40] CCOC(=O)CC(=O)COc1nc2cc3c(nc2o1)CCCC3
screen / no. | 31 | 32 | 33 | 34 | 35 | 36 | 37 | 38 | 39 | 40
BoNT-A LC inh2 | -0.3 | -1.0 | 0.3 | 8.0 | 1.8 | 0.5 | -1.5 | -1.8 | 0.7 | -1.3
PrPC surface inh | 4 | -5 | 5 | 1 | -3 | 12 | -7 | 12 | 10 | 10
BH1578 lux ind | i | -0.2 | -1.4 | i | -2.1 | i | 1.0 | -0.3 | 0.6 | i
SSB-PriA inh | -14 | -19 | -14 | -9 | -5 | -2 | -1 | -1 | -5 | -17
PfHsp40 rescue | -1.1 | -0.3 | -0.5 | -0.7 | -0.9 | 2.2 | 1.5 | 0.4 | -0.7 | -0.1
TcdB GH inh | -2.3 | -0.1 | . | . | 1.0 | 0.0 | -0.6 | . | -1.1 | -1.0
Yp Topo-I inh | 5 | 1 | 1 | 4 | 5 | 11 | 0 | 26 | 8 | 8
Anthrax LF prot | 6 | 2 | -4 | -8 | 7 | -2 | -1 | -2 | -11 | 6
SARS 3CLpro inh | 1 | 1 | 2 | -5 | . | 1 | 1 | 6 | 1 | -2

[41] CCCn1nc(C(=O)Nc2nnc(CC)s2)c2ccccc2c1=O
[42] Oc1cccc(Nc2ccccc2)c1
[43] CCn1cnnc1SCC(=O)NCC1COc2ccccc2O1 (stereo not given)
[44] CCOc1ccc(N2CC(C(=O)NCCCc3ccccc3)CC2=O)cc1 (stereo not given)
screen / no. | 41 | 42 | 43 | 44
BoNT-A LC inh2 | -0.3 | -0.5 | -0.5 | 2.5
PrPC surface inh | 0 | 2 | 3 | -8
BH1578 lux ind | -1.1 | -0.3 | i | i
SSB-PriA inh | -11 | 15 | 3 | .
PfHsp40 rescue | 0.2 | 0.7 | -0.7 | -1.1
TcdB GH inh | 0.6 | 0.5 | 1.4 | 0.1
Yp Topo-I inh | -10 | -2 | -2 | 10
Anthrax LF prot | -3 | -7 | 0 | 2
SARS 3CLpro inh | -2 | . | . | .
